Assay outcomes (PubChem)
PPARg SRC-1 ag: agonists of human PPARgamma SRC-1 coactivator recruitment; P37231; 200,000 tested, 0.41% active; AID 631; PPARgamma-SRC-1 coactivator recruitment biochemical assay; activation, % at 8 µM; in the data active means activation above about 19%;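 further: 0% = DMSO and 100% = reference agonist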
PMI act: activators of human phosphomannose isomerase; 190,000 tested, 0.005% active; purified human PMI, coupled resazurin fluorescence, 20 min; stronger effect = higher value; 1 = vehicle control, 0 substrate-free wells; activation factor at 20 µM;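 active means activation factor of 2 or more at 20 µM, relative to plate controls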
Target sequence (P34949 whole entry, looked up): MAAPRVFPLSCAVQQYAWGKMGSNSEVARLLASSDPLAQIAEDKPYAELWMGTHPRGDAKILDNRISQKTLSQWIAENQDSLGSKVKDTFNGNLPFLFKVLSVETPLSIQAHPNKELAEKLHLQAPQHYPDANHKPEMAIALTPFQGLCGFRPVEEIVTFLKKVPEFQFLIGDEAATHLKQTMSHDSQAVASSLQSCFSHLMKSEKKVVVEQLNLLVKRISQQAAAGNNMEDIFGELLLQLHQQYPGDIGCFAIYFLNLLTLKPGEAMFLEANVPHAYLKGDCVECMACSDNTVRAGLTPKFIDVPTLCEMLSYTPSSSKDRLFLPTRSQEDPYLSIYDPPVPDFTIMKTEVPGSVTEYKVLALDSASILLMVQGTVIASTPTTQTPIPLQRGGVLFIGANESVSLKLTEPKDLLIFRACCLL
ROMK primary: modulators of human ROMK potassium channel | P48048 | Tet-inducible ROMK, thallium flux fluorescence; actives lie on both sides | B-score at 10 µM | 130,000 tested, 2% active | AID 1918;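 active means signal ratio slope over the read window, or its plate-corrected B-score, at least 3 SD from the plate mean, either direction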;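 further: B-score of the F/F0 ratio slope over 7 to 12 s after thallium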
SRC2 TRFRET art: flags TR-FRET format artefacts in PPARgamma SRC-2 recruitment agonist screen | TR-FRET ratio at 8 µM | 200,000 tested, 0.4% active | AID 1049 | TR-FRET artefact counter-screen; stronger effect = higher value; in the data active means TR-FRET ratio above about 2000; further: inactives centre near 1500
PPARg SRC3 recr: promotes SRC-3 coactivator recruitment by human PPARgamma; 200,000 tested, 0.26% active; biochemical PPARgamma/SRC-3 coactivator recruitment assay; activation, % at 8 µM; P37231; in the data active means activation above about 23%;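 further: 0% = DMSO and 100% = reference agonist; some compounds past the cut are filed as inactive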
G6PDH CS: counter-screen for G6PDH assay hits: L. mesenteroides G6PDH inhibition; Purified L. mesenteroides G6PDH, diaphorase/resazurin coupled fluorescence, 45 min; AID 1020; 200,000 tested, 0.12% active; inhibition, % at 5 µM; in the data active means inhibition above about 50%
S1P3 antag: antagonists of human S1P3 receptor; Q99500; CHO S1P3 NFAT-BLA reporter, FRET fluorescence, antagonist mode; inhibition, % at 4.98 µM; 170,000 tested, 0.27% active;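 active means inhibition above the plate cutoff, the mean inhibition of test wells on that plate plus 3 SD, cut at about 28% in these data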;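 further: cells challenged with S1P at its EC80 of 0.8 µM; blue over green emission ratio from cleaved BLA substrate after 4 h stimulation; 0% = S1P-stimulated wells and 100% = unstimulated DMSO-only wells; some compounds past the cut are filed as inactive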
Target sequence (Q99500 whole entry, looked up): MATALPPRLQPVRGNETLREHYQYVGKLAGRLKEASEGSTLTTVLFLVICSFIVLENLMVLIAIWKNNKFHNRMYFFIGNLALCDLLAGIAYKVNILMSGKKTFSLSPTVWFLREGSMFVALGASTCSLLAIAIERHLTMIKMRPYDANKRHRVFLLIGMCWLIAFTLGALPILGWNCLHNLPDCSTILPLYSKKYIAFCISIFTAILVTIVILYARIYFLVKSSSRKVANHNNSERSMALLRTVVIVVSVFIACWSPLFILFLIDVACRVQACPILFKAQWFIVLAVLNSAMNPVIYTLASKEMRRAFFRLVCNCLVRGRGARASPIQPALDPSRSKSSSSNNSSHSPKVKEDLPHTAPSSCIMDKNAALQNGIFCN
PMI act satM6P: activators of human phosphomannose isomerase at near-saturating mannose 6-phosphate | P34949 | coupled PMI enzyme assay, resazurin fluorescence, 20 min; stronger effect = higher value; 1 = untreated enzyme, 0 = substrate-free blank | activation factor at 20 µM | 190,000 tested, 0.34% active;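 active means activation factor of 2 or more at 20 µM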
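Test system: human phosphomannose isomerase with PGI, G6PDH, diaphorase coupling enzymes; Amount: PMI at 15 ng/mL final; Reagent: Mannose-6-phosphate 1.0 mM (near-saturating) plus 0.22 mM NADP+; Timing: 20 min, room temperature; Technique: resorufin fluorescence at Ex 544/Em 590 nm; Dosing: 20 µM single dose.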
Diaph inh CS: counter-screen for diaphorase-based assays: diaphorase inhibitors and chemical oxidizers; diaphorase resazurin-to-resorufin fluorescence, NADH, 16 min; bacterial (C. kluyveri) enzyme, not human; 190,000 tested, 0.69% active; inhibition, % at 20 µM;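 active means primary screen inhibition at 20 µM above a set limit, cut at about 50% in these data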;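 further: plate controls were DMSO with full reaction for no effect and wells lacking NADH for full effect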
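material = Clostridium kluyveri diaphorase enzyme | amount = 0.14 U/mL diaphorase, enzyme working solution | schedule = incubation 16 min, room temperature | detection = fluorescence of resorufin formed from resazurin, Ex 544/Em 590 nm | benchmarks = positive control minus NADH, DMSO neutral control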
Diaphorase act: activates diaphorase or chemically reduces, flagging diaphorase assay artifacts; Diaphorase/resazurin coupled assay, resorufin fluorescence, 16 min; stronger effect = higher value; 1 = vehicle wells, 0 = NADH-free wells; 190,000 tested, 0.005% active; activation factor at 20 µM;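 active means diaphorase activity raised at least twofold by the compound at 20 µM; inactive means activation factor below 2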
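Assay system: Purified diaphorase enzyme from Clostridium kluyveri | Amount: Enzyme 0.07 U/mL final | Dosing: Compound 20 µM once, DMSO 1% | Timing: 16 min reaction at room temperature | Detection: Fluorescence, excitation 544 nm and emission 590 nm | Evaluation: Higher resorufin formation from activation or reduction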
PPARg SRC-2 ag: PPARgamma-driven SRC-2 recruitment agonism; PPARgamma LBD-SRC-2 recruitment, biochemical; activation, % at 8 µM; 200,000 tested, 0.34% active; in the data active means activation above about 22%;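 further: 0% = vehicle and 100% = reference agonist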
An asterisk follows results filed as active; · = no result given.

| Structure | PPARg SRC-1 ag | PMI act | ROMK primary | SRC2 TRFRET art | PPARg SRC3 recr | G6PDH CS | S1P3 antag | PMI act satM6P | Diaph inh CS | Diaphorase act | PPARg SRC-2 ag |
| --- | --- | --- | --- | --- | --- | --- | --- | --- | --- | --- | --- |
| O=C(NCCCNc1ccc(C(F)(F)F)cc1[N+](=O)[O-])c1ccc(F)cc1 | -4 | 0.9 | 0.49 | 1464 | -5 | 7 | 9 | 1 | 5 | 0.9 | 2 |
| O=c1/c(=C/c2ccc(O)cc2)sc2nc3cc(Br)cnc3n12 | 0 | 0.8 | 0.22 | 1617 | 3 | -2 | 7 | 0.9 | 15 | 0.8 | 7 |
| Cn1ccnc1SCC(=O)Nc1cccc(O)c1 | 1 | 0.8 | 0.058 | 1459 | 3 | 3 | · | 0.9 | 14 | 0.9 | 8 |
| COc1ccc(-c2[nH]nc3c2C(c2ccoc2)C(C#N)=C(N)O3)cc1 (stereo not given) | 4 | 0.9 | -0.016 | 1646 | 4 | -1 | · | 0.8 | 23 | 0.8 | 10 |
| CCOc1ncccc1C(=O)Nc1cccc(C(=O)Nc2cccc(S(=O)(=O)CCO)c2)c1 | -9 | 0.9 | 0.55 | 1429 | -7 | -3 | 18 | 0.9 | 19 | 0.8 | -9 |
| Cc1oc(-c2ccccc2)nc1CS(=O)CC(=O)N1CCc2ccccc2C1 (stereo not given) | 2 | 1.2 | · | 1802 | 11 | 14 | -19 | 1.3 | 2 | 1 | 3 |
| CCOC(=O)/C(N=Nc1c(C)n(C)n(-c2ccccc2)c1=O)=C(/O)c1ccccc1 | 10 | 1.7 | 0.37 | 1663 | 0 | 4 | -11 | 1.4 | -6 | 1.1 | 8 |
| Cc1ccc(-c2nc3ncccc3o2)cc1NC(=O)COc1ccccc1 | -2 | 1 | -0.067 | 1335 | -5 | 8 | · | 1 | 0 | 1 | 4 |
| Cc1ccc2nc(SCC(=O)NCc3ccco3)c(C#N)cc2c1 | 10 | 1 | 1.6 | 2312* | 10 | -16 | -13 | 1.1 | 15 | 0.9 | 16 |
| COCCNC(=O)c1ccccc1NC(=O)CSc1ccc(C)cc1 | 6 | 1 | -0.029 | 1659 | 0 | 0 | 9 | 1 | 10 | 0.9 | -6 |
| O=C(c1ccco1)N1CCN(C(c2ccccc2F)c2nnnn2CC2CCCO2)CC1 (stereo not given) | 8 | 1.1 | -0.73 | 1625 | 14 | 0 | -41 | 1.3 | 0 | 1 | 14 |
| Cc1cc(N2CCOCC2)nc(SCC(=O)c2ccccc2)n1 | 15 | 1 | · | 1600 | 1 | 12 | · | 1 | 16 | 0.8 | 1 |
| O=C(CSc1nnc(-c2ccccc2O)o1)Oc1ccc(OCc2ccccc2)cc1 | 7 | 1.1 | 0.75 | 1568 | 10 | 2 | 10 | 1.1 | 2 | 1 | 5 |
| Cc1onc(-c2ccccc2)c1C1=N/C(=C\c2ccccc2F)C(=O)O1 | 6 | 1.1 | 0.42 | 1659 | 5 | -5 | -2 | 1.1 | -9 | 1.1 | 12 |
| Cc1cc(C(=O)N2CCC(Cc3ccccc3)CC2)ccc1[N+](=O)[O-] | 7 | 0.9 | -1.1 | 1490 | 11 | 8 | · | 0.9 | 18 | 0.8 | 13 |
| COc1ccc(OCC(O)CN2CCN(c3ccccc3)CC2)cc1 (stereo not given) | 11 | 1.2 | -0.34 | 1669 | 9 | 9 | -29 | 1.2 | -15 | 1.1 | 10 |
| O=C(Cc1c[nH]c2ccccc12)N/N=C/c1ccc(F)cc1 | 0 | 1 | · | 1736 | -1 | -2 | 17 | 1.1 | 3 | 1 | 3 |
| CCn1c2ccccc2c2cc(NC(=O)C(=O)NCC3CCCO3)ccc21 (stereo not given) | -4 | 1 | 0.054 | 1630 | 3 | 20 | 15 | 1 | -4 | 1 | 1 |
| CC(=O)Nc1ccc(S(=O)(=O)N2CCSC2c2ccc(C)cc2)cc1 (stereo not given) | 5 | 0.9 | · | 1541 | -2 | -3 | -16 | 0.9 | 29 | 0.7 | 3 |
| COC(=O)c1[nH]c2cccc(C)c2c1NC(=O)CN1CCN(c2ccccc2OC)CC1 | 4 | 1 | 0.89 | 1382 | 1 | 6 | -6 | 0.9 | 16 | 0.8 | -5 |
| O=C(COc1ccccc1)N1CCN(c2ccccc2)CC1 | -8 | 1 | -0.18 | 1338 | -2 | 6 | 5 | 1 | 4 | 1 | 3 |
| CCCN1C(=O)/C(=C2\SC(N3CCCCC3)=NC2=O)c2ccccc21 | 8 | 1.2 | 1.5 | 1586 | 0 | -1 | -15 | 1 | 27 | 0.7 | 20 |
| COc1ccccc1NC(=O)NCCC1=CCCCC1 | 2 | 0.9 | 0.0001 | 1408 | 2 | 6 | -14 | 1 | 11 | 0.9 | 2 |
| CCOC(=O)C1(Cc2ccccc2C(F)(F)F)CCN(C2CCN(C(C)=O)CC2)CC1 | 2 | 1 | 0.96 | 1487 | 1 | 5 | -4 | 1 | 3 | 1 | -2 |
| CSc1ccc(/C=C/c2cc(=O)c3ccccc3[nH]2)cc1 | -1 | 0.9 | 0.6 | 1492 | 3 | -4 | 30* | 0.7 | 24 | 0.8 | -3 |

Additional compounds:
Compound | PPARg SRC-1 ag | PMI act | ROMK primary | SRC2 TRFRET art | PPARg SRC3 recr | G6PDH CS | S1P3 antag | PMI act satM6P | Diaph inh CS | Diaphorase act | PPARg SRC-2 ag
NC(=O)CNC(=O)[C@@H]1CC2(CC(c3cccc(Br)c3)=NO2)CN1C(=O)c1ccc(Br)cc1 (stereo not given in full) | 10 | 0.9 | 2.4 | 1542 | 8 | 11 | · | 0.7 | 17 | 0.8 | 9
OCCNc1c2ccccc2nc2ccccc12 | 2 | 0.9 | 0.58 | 1582 | 0 | 9 | -5 | 0.9 | 13 | 0.9 | 4
CCn1c(C)cs/c1=N\C(=S)Nc1ccccc1C | 8 | 0.9 | 3.2* | 1625 | 3 | -17 | 3 | 1 | 23 | 0.8 | 11
CC1(C)C=C(c2ccc(C=O)s2)CC(C)(C)N1C=O | -6 | 0.9 | -0.29 | 1494 | -4 | -1 | -5 | 0.8 | 11 | 0.9 | 6
CCn1c(SCC(=O)Nc2ccc(S(=O)(=O)Nc3onc(C)c3C)cc2)nnc1-c1ccccc1 | 3 | 0.9 | 0.68 | 1481 | 10 | 7 | · | 1.1 | 10 | 0.9 | 2
CCOC(=O)c1c(C)[nH]c(C(=O)/C(C#N)=C/c2ccc(OC)c(OC)c2)c1C | 0 | 0.8 | -0.051 | 1298 | 0 | 8 | 2 | 0.8 | 16 | 0.8 | -4
Cc1ccc2cccc(OCC(=O)NCc3ccco3)c2n1 | -14 | 1.1 | · | 1333 | -8 | 7 | -17 | 0.9 | -7 | 1.1 | 0
Cn1c(SCc2ccccc2)nnc1-c1ccc2c(c1)OCO2 | 8 | 1 | · | 1451 | 4 | 6 | 4 | 1.1 | 15 | 0.9 | 3
CC1CN(C(=O)c2cccc(COc3ccc(Br)cc3)c2)CC(C)O1 (stereo not given) | 1 | 1 | · | 1478 | 0 | 6 | 1 | 1 | 9 | 0.9 | 0
CC(C)(C)NC(=O)/C=C/c1cccc(C(F)(F)F)c1 | -5 | 1.1 | 0.63 | 1579 | 2 | 1 | 12 | 1.1 | -6 | 1.1 | 14

2 entries from above, set out differently:
Every second line gives: PPARg SRC-1 ag | PMI act | ROMK primary | SRC2 TRFRET art | PPARg SRC3 recr | G6PDH CS | S1P3 antag | PMI act satM6P | Diaph inh CS | Diaphorase act | PPARg SRC-2 ag
Cn1c(SCc2ccccc2)nnc1-c1ccc2c(c1)OCO2
  8 | 1 | · | 1451 | 4 | 6 | 4 | 1.1 | 15 | 0.9 | 3
CC1CN(C(=O)c2cccc(COc3ccc(Br)cc3)c2)CC(C)O1 (stereo not given)
  1 | 1 | · | 1478 | 0 | 6 | 1 | 1 | 9 | 0.9 | 0

Following part
Compound | PPARg SRC-1 ag | PMI act | ROMK primary | SRC2 TRFRET art | PPARg SRC3 recr | G6PDH CS | S1P3 antag | PMI act satM6P | Diaph inh CS | Diaphorase act | PPARg SRC-2 ag
O=C(N/N=C/C=C\c1ccccc1[N+](=O)[O-])c1ccco1 | 14 | 0.9 | 0.83 | 1978* | 6 | 9 | -23 | 1 | 11 | 0.9 | 3
O=C(CSc1nnc(-c2ccccc2)n1Cc1ccco1)Nc1ccc(S(=O)(=O)N2CCCC2)cc1 | 9 | 0.9 | · | 1615 | 10 | 5 | · | 0.9 | 16 | 0.8 | -2
Cc1cccc(NC(=S)NNC(=O)c2csc3c2CCCC3)c1 | 0 | 1 | -1 | 1449 | 8 | -1 | · | 1.1 | 9 | 0.9 | 9
CCCCN(C)CCNC(=O)C(=O)c1c(C)[nH]c2ccccc12 | -3 | 0.9 | -0.79 | 1593 | -1 | -2 | -11 | 0.7 | 5 | 0.9 | -7
CCOC(=O)NN1C(=O)c2ccccc2NC1c1ccc(OC)c(OC)c1 (stereo not given) | 5 | 1.1 | 0.56 | 1616 | -1 | 4 | 1 | 1.1 | 3 | 1 | -1
CCc1cc2c(NCCC(=O)O)ncnc2s1 | -3 | 0.9 | · | 1534 | 6 | -2 | · | 0.9 | 7 | 0.9 | 1
COC(=O)c1ccc(C2c3c(oc4ccc(F)cc4c3=O)C(=O)N2CCO)cc1 (stereo not given) | 8 | 0.9 | · | 1472 | 1 | 2 | -8 | 1 | 6 | 0.9 | 3
O=C(Nc1ccc(N2CCCCC2)c(Cl)c1)c1cccnc1 | 9 | 1.1 | · | 1589 | 2 | 4 | 6 | 1 | 10 | 0.9 | -4
Cc1ccc2c(c1)N(Cc1cccc(Cl)c1)C(=O)c1cccnc1O2 | 1 | 0.9 | -1.4 | 1519 | 1 | -2 | -19 | 0.8 | 29 | 0.7 | 9
COc1cc(C2/C(=C(/O)c3ccc(OCC(C)C)cc3)C(=O)C(=O)N2CCN(C)C)ccc1O (stereo not given) | 4 | 1 | 0.37 | 1818 | 15 | -2 | -29 | 0.9 | 14 | 0.9 | 10
CC(C)c1onc(C(=O)NCc2ccc(F)cc2)c1[N+](=O)[O-] | -1 | 1.1 | -0.019 | 1621 | 0 | -7 | -6 | 1.1 | 0 | 1 | 2
